Screening results as filed in PubChem BioAssay.
Jurkat NFkB inh: inhibitors of the PMA/ionomycin-induced NF-kB reporter in Jurkat cells. PMA/ionomycin-induced NF-kB luciferase reporter, luminescence. inhibition, % at 4 µM. 330,000 tested, 0.53% active
UBC13 polyUb: inhibitors of human UBC13 polyubiquitin chain formation. TR-FRET. inhibition, % at 20 µM. P61088. 330,000 tested, 0.47% active; in the data active = inhibition above about 45%, passing the limit was not always enough
697 NFkB inh: lowers PMA/ionomycin-induced NF-kB signal in 697 B cells; 697 B-cell NF-kB luciferase reporter, 16 h; AID 435022; inhibition, % at 4 µM; 330,000 tested, 0.33% active; in the data active = inhibition above about 35%
CCR6 antagonist: CCR6 (human) receptor antagonism | CHO-K1 CCR6 PathHunter beta-arrestin, luminescence, CCL20-stimulated | inhibition, % at 20 µM | 340,000 tested, 0.49% active;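 active = compounds whose inhibition of the agonist-driven luminescence signal at 20 µM reaches about 50%, limit read from the data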;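 also: cells stimulated with CCL20 at 14 nM final; plate controls were DMSO with CCL20 for no effect and DMSO without agonist for full effect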
Apaf-1 inh: human Apaf-1 inhibition | reconstituted apoptosome caspase-3 activity, DEVD-Rh110 fluorescence | inhibition, % at 20 µM | 330,000 tested, 0.71% active; active = inhibition of at least 40% at 20 µM;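 also: plate controls were DMSO wells for no effect and DEVD-CHO caspase inhibitor wells for full effect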
Target sequence (O14727 whole entry, looked up): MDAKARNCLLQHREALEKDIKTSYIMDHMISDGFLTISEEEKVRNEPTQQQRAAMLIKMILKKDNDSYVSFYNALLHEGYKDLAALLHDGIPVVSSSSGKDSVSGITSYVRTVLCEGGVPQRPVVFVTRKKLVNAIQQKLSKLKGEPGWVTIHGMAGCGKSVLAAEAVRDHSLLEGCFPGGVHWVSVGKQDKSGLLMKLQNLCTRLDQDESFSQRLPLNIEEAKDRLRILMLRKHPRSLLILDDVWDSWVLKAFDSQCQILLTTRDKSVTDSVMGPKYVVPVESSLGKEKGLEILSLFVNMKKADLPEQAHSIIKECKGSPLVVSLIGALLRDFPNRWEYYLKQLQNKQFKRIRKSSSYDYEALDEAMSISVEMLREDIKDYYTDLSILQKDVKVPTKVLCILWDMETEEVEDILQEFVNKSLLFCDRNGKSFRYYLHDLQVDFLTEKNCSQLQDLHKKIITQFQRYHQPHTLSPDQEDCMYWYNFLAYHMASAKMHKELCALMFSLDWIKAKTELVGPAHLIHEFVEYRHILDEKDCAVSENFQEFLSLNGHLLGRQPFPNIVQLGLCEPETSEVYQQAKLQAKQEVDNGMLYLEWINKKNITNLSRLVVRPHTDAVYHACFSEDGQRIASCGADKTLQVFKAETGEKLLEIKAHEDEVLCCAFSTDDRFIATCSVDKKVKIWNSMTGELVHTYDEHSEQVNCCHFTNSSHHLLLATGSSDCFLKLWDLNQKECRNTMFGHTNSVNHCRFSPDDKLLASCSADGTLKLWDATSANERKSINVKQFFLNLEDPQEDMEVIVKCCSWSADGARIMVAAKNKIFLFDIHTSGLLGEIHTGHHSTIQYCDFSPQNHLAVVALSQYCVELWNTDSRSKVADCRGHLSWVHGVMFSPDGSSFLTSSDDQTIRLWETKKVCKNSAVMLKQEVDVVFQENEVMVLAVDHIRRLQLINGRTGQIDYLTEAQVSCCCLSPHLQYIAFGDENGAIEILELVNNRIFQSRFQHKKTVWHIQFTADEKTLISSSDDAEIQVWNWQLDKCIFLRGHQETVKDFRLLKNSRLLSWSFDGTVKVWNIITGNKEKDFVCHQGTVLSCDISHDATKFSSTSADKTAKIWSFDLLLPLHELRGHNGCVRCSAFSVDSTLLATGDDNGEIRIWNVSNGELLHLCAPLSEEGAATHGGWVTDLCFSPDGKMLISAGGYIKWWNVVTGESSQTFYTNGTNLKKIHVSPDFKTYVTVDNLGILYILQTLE
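Material: reconstituted apoptosome with Apaf-1, cytochrome c, caspase-9, procaspase-3, dATP / Buffer or medium: pH 7.5 Hepes buffer with CHAPS, BSA, DTT / Also added: cytochrome c with DEVD-Rh110 / Schedule: compound with Apaf-1, dATP, procaspase-3 30 min, then 50 min reaction, room temperature / Technique: rhodamine 110 fluorescence at Ex 480/Em 540 nm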
EBI2 antag: blocks human EBI2 receptor beta-arrestin signaling | EBI2 beta-arrestin recruitment, luminescence, 7a,25-OHC stimulated | P32249 | 360,000 tested, 0.81% active | inhibition, % at 5 µM; in the data active = inhibition above about 38%;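 also: enzyme fragment complementation signal reports receptor beta-arrestin coupling in cells; 0% = agonist plus DMSO wells and 100% = wells without agonist; some results beyond the cut were filed as inactive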
SENP8 block: SENP8 protease inhibition. Q96LD8. AID 2540. inhibition, % at 10 µM. 330,000 tested, 1.2% active. purified SENP8, Z-RLRGG-aminoluciferin cleavage, luminescence
Gli-Sufu antag: blocks Gli-Sufu signaling in a luciferase reporter. Sufu-KO-LIGHT fibroblasts, Gli luciferase reporter luminescence. inhibition, % at 5 µM. 340,000 tested, 0.74% active;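 active = inhibition above about 55%, limit read from the data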;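 also: 0% = DMSO-treated cells and 100% = wells with medium but no cells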
The depositor's hits bear a star; . = no result given. Rule as the data show it, unless noted: active = inhibition above about 50%; inactive = the rest. These rows are one share of the data; the hit share may differ from the screen's.

SMILES | Jurkat NFkB inh | UBC13 polyUb | 697 NFkB inh | CCR6 antagonist | Apaf-1 inh | EBI2 antag | SENP8 block | Gli-Sufu antag
O=C(COc1ccccc1)N=C1SC2CS(=O)(=O)CC2N1c1ccc(F)cc1 (stereo unspecified) | 0 | -1 | 3 | 5 | 7 | 3 | -9 | 40
NC(=O)C1CCN(Cc2nc3ccccc3c(=O)[nH]2)CC1 | -4 | 5 | 8 | 2 | -11 | -1 | 1 | 4
CCCN(C1CCS(=O)(=O)C1)S(=O)(=O)c1cc(OC)ccc1OC (stereo unspecified) | -4 | -14 | -20 | 15 | 2 | 10 | 2 | -1
COc1ccc(OC)c(NC(=O)COC(=O)c2ccc(OC)c(S(=O)(=O)N3CCCC3)c2)c1 | -5 | 20 | -3 | -1 | 1 | 1 | 1 | -3
CCCCOc1ccc(C(=O)OCC(=O)Nc2cc(C)on2)cc1 | 12 | 0 | 9 | -5 | 1 | -6 | -5 | -12
COc1ccc(CNc2ccc([N+](=O)[O-])cn2)cc1 | -46 | 0 | -32 | 11 | -1 | 5 | -10 | -43
CCCCC1=CC2=CC(=O)C(C)(OC(=O)CCc3ccccc3)C(=O)C2=CO1 (stereo unspecified) | 13 | -62 | 12 | -4 | 22 | -5 | 9 | 16
O=C(N/N=C/c1ccncc1)c1ccccc1[N+](=O)[O-] | -3 | -10 | 4 | 10 | -1 | -5 | 7 | -19
COc1ccc2oc(C(=O)Nc3cccc(S(=O)(=O)N4CCOCC4)c3)c(C)c2c1 | -17 | 11 | -26 | 5 | 22 | 28 | -9 | -4
O=C(Nc1cccc(Cl)c1N1CCOCC1)c1cccnc1 | -6 | -1 | 2 | 3 | 9 | -2 | -7 | -25

(list continues)
SMILES | Jurkat NFkB inh | UBC13 polyUb | 697 NFkB inh | CCR6 antagonist | Apaf-1 inh | EBI2 antag | SENP8 block | Gli-Sufu antag
CCCNC(=O)c1ccccc1NC(=O)CN(c1ccccc1OCC)S(C)(=O)=O | -3 | 12 | 3 | 3 | -6 | 7 | -3 | 6
Cc1ccccc1-c1nn(-c2ccc(F)cc2F)cc1CNCCCN(C)C | -5 | 9 | 23 | 20 | 5 | -15 | 7 | 7
CCC1Sc2ccc(S(=O)(=O)CCC(=O)Nc3ccc(OC(F)(F)F)cc3)cc2NC1=O (stereo unspecified) | 11 | 1 | -15 | -3 | 27 | 0 | -6 | -7
Cc1ccc(/C=C2\SC(=S)N(CC3CCCO3)C2=O)o1 (stereo unspecified) | 11 | -30 | 13 | 29 | 6 | 14 | 6 | 3
COc1ccc(CCNC2=NCCS2)cc1 | -11 | 6 | 15 | -3 | -5 | -5 | -3 | 1
CC(C)CCNC(=O)c1ccc2nc[nH]c2c1 | -10 | 6 | 0 | -17 | -6 | -1 | -1 | -22
Cc1noc(NS(=O)(=O)c2ccc(NC(=O)CSc3nnc4c(n3)[nH]c3ccccc34)cc2)c1C | -7 | 5 | 0 | 10 | 0 | -30 | -1 | 15
Cc1ccc(-c2nnc(N)s2)cc1 | -15 | -12 | -26 | 0 | 0 | -15 | -7 | -27
O=C(O)C1=C[C@@H](c2ccccc2)C[C@@H](OCc2ccc(CO)cc2)O1 | -12 | -2 | 11 | 1 | -1 | -7 | -13 | -4
COc1ccc(NC(=O)CCN2C(=O)c3ccccc3C2=O)c(OC)c1 | 11 | 0 | 20 | 1 | 0 | -2 | 6 | 9

Later entries.
SMILES | Jurkat NFkB inh | UBC13 polyUb | 697 NFkB inh | CCR6 antagonist | Apaf-1 inh | EBI2 antag | SENP8 block | Gli-Sufu antag
Cc1ccc(N2C(=O)C3C4CC(=O)C(c5ccccc54)C3C2=O)cc1 (stereo unspecified) | 0 | 0 | 6 | 7 | 0 | -6 | -1 | 1
CC(OC(=O)/C=C/c1cccs1)C(=O)Nc1ccc(S(N)(=O)=O)cc1 (stereo unspecified) | -4 | -7 | 13 | 18 | 0 | 2 | -9 | 12
COc1c(OC(C)=O)ccc(/C=C/c2ccc3cccc(OCc4ccccc4)c3n2)c1[N+](=O)[O-] | -42 | -15 | -105 | 25 | 13 | 6 | -9 | -39
CC1CCCCC1NC(=O)c1ccc(-n2cncn2)cc1 (stereo unspecified) | -4 | -3 | -16 | -9 | 15 | -6 | -5 | 10
OCC(CO)(CO)NC(=S)Nc1cc(Cl)cc(Cl)c1 | 1 | 6 | 8 | 18 | -20 | 0 | 2 | 3
N#Cc1cccc(NC(=O)CCN2C(=O)C3CCCCC3C2=O)c1 (stereo unspecified) | -11 | -3 | -14 | -2 | 5 | 3 | -7 | -6
CCCCC[C@@H]1C=C(C(=O)O)[C@H](c2ccc(Br)cc2)N1S(=O)(=O)c1ccc(C)cc1 | 8 | -25 | 8 | 15 | 5 | 5 | 4 | 0
O=C(Nc1ccccc1)Nc1ccc2nnsc2c1 | -51 | 5 | -61 | -7 | -10 | 2 | 42 | -30
O=C(NN=C(Cc1ccccc1)Cc1ccccc1)c1ccncc1 | -9 | -4 | -11 | 4 | 4 | -4 | -7 | 4
Cn1ncc(Cl)c1C(=O)N1CCc2ccccc21 | -12 | 3 | -4 | -13 | -4 | -4 | 1 | 0

Following part.
SMILES | Jurkat NFkB inh | UBC13 polyUb | 697 NFkB inh | CCR6 antagonist | Apaf-1 inh | EBI2 antag | SENP8 block | Gli-Sufu antag
COc1ccc(CN2CCN(CC3CC3)CC2CCO)c(C)c1C (stereo unspecified) | 19 | 1 | -18 | 11 | 0 | 9 | 8 | -4
CN1CCc2c(sc(NC(=O)Cc3ccc(F)cc3)c2C(N)=O)C1 | -2 | 1 | -2 | 3 | -12 | 0 | -2 | 7
CCOc1ccc(C(C(=O)NCC2CCCO2)N(Cc2cccnc2)C(=O)c2snc(C(N)=O)c2N)cc1 (stereo unspecified) | -8 | 8 | -4 | 4 | 5 | -2 | -11 | 16
O=C(Nc1cccnc1)/C(N=Nc1c(Cl)cccc1Cl)=C(\O)c1ccccc1 | 6 | 5 | 6 | 9 | 11 | 51* | 3 | 30
COc1ccc(OC)c(NC(=O)CSc2nnc(Cn3nnc4ccccc43)n2C)c1 | -2 | 6 | 10 | -1 | -1 | -3 | -4 | 4
COc1ccc(CC(=O)OCC(=O)c2ccc(OC)cc2)cc1 | -1 | -3 | 8 | 1 | 7 | -3 | -5 | -6
CCN(C[C@H]1N[C@@](CC)(C(=O)OC)[C@H]2C(=O)N(C)C(=O)[C@@H]12)C(=O)NC(C)C | 8 | 4 | 17 | -5 | -16 | 2 | 9 | -6
Cc1cccc(N2CCN(CC(=O)Nc3ccc(S(=O)(=O)N4CCOCC4)cc3)CC2)c1C | 27 | -2 | -61 | -4 | 22 | -8 | -10 | 54
C/C(N)=C(/C#N)C(=O)COC(=O)c1cc2c(s1)CCCC2 | 9 | 8 | -5 | 6 | 7 | -21 | -14 | -5
Cc1ccc(-c2cc(C(=O)NCc3ccc4c(c3)OCO4)[nH]n2)c(O)c1C | -5 | -3 | -28 | -26 | 22 | 21 | -4 | -4

New compounds follow
SMILES | Jurkat NFkB inh | UBC13 polyUb | 697 NFkB inh | CCR6 antagonist | Apaf-1 inh | EBI2 antag | SENP8 block | Gli-Sufu antag
Cc1ccc(O)c(-c2cc3ccccc3[nH]2)c1 | -32 | 9 | 10 | -3 | 15 | 15 | 49 | 6
COc1ccc(NC(=O)CSc2nc3c(c(=O)[nH]2)CCC3)cc1OC | 8 | -5 | 21 | -14 | -9 | 4 | 8 | 1
Cn1cc(/C=N/NC(=O)c2cc3cc(Br)ccc3o2)c2ccccc21 | -1 | 4 | 10 | -8 | 0 | -7 | -1 | -4
CCOC(=O)c1ccc(NC(=O)/C=C/c2cccs2)cc1 | -115 | -3 | -143 | 4 | 4 | 14 | 62* | -32
C/C(=N/OC(=O)c1ccc(C)cc1)c1cccs1 | -14 | 0 | 6 | 12 | 0 | 7 | 98* | 2
Cc1ccc(NC(=O)CO/N=C/c2ccccc2C)c(C)c1 | 7 | -9 | 20 | 23 | 6 | -1 | 2 | 18
O=C(CNS(=O)(=O)c1cccc(Cl)c1)Nc1ccc(-c2nc3ccccc3s2)cc1 | -127 | -7 | -319 | 0 | 14 | -3 | 3 | -81
CC(C)Oc1ccc(CNC(=O)CCC(=O)N2CCSc3ccccc32)cc1 | -4 | 5 | 3 | 17 | 4 | 1 | 5 | 28
CCCCc1nnc(NC(=O)CSc2nc(O)c(-c3ccccc3)c(=O)[nH]2)s1 | 16 | 3 | 14 | -12 | -1 | -10 | 2 | 6
CN(C(=O)CSc1nnc2ccccn12)C1CCS(=O)(=O)C1 (stereo unspecified) | -6 | 9 | 6 | 3 | -4 | -2 | 5 | 0

Carrying on:
SMILES | Jurkat NFkB inh | UBC13 polyUb | 697 NFkB inh | CCR6 antagonist | Apaf-1 inh | EBI2 antag | SENP8 block | Gli-Sufu antag
Cc1nc2cc(Cl)ccc2n1CCO | 10 | 12 | 16 | 10 | -15 | -5 | -6 | 3
COc1cc(CNC2CCCCCCC2)cc(Cl)c1OC | -8 | 9 | 2 | 2 | -18 | -3 | 0 | -7
CC1=C(n2nnc3ccccc32)C(c2ccccc2)C(C#N)=C(N)O1 (stereo unspecified) | -3 | 2 | 7 | 4 | 3 | -6 | 3 | -20
CCCN(CCC)CCNC(=O)C1CCN(S(=O)(=O)c2cccc3nsnc23)CC1 | 1 | -2 | -5 | 8 | -11 | 8 | -2 | .
O=C(Nc1ccccc1F)C1COc2ccccc2O1 (stereo unspecified) | -14 | -2 | -19 | 18 | 1 | -9 | -8 | -7
C=CCC1(NC(C)c2ccccc2)CCCCC1 (stereo unspecified) | 3 | 8 | 13 | 13 | 4 | -4 | -1 | 4
N#CC1=C(N)NC(SCc2ccc(Cl)cc2)=C(C#N)C12CCCCC2 | -3 | 0 | -4 | -8 | 23 | 3 | -6 | 1
COc1ccccc1N1CCN(C(=O)CCc2ccccc2)CC1 | -11 | -3 | -19 | 17 | -4 | 20 | -3 | -5

An excerpt taken from the entries so far:
SMILES | Jurkat NFkB inh | UBC13 polyUb | 697 NFkB inh | CCR6 antagonist | Apaf-1 inh | EBI2 antag | SENP8 block | Gli-Sufu antag
COc1ccc(NC(=O)CSc2nc3c(c(=O)[nH]2)CCC3)cc1OC | 8 | -5 | 21 | -14 | -9 | 4 | 8 | 1
Cn1cc(/C=N/NC(=O)c2cc3cc(Br)ccc3o2)c2ccccc21 | -1 | 4 | 10 | -8 | 0 | -7 | -1 | -4
CCOC(=O)c1ccc(NC(=O)/C=C/c2cccs2)cc1 | -115 | -3 | -143 | 4 | 4 | 14 | 62* | -32
C/C(=N/OC(=O)c1ccc(C)cc1)c1cccs1 | -14 | 0 | 6 | 12 | 0 | 7 | 98* | 2
Cc1ccc(NC(=O)CO/N=C/c2ccccc2C)c(C)c1 | 7 | -9 | 20 | 23 | 6 | -1 | 2 | 18
O=C(CNS(=O)(=O)c1cccc(Cl)c1)Nc1ccc(-c2nc3ccccc3s2)cc1 | -127 | -7 | -319 | 0 | 14 | -3 | 3 | -81
CC(C)Oc1ccc(CNC(=O)CCC(=O)N2CCSc3ccccc32)cc1 | -4 | 5 | 3 | 17 | 4 | 1 | 5 | 28
CCCCc1nnc(NC(=O)CSc2nc(O)c(-c3ccccc3)c(=O)[nH]2)s1 | 16 | 3 | 14 | -12 | -1 | -10 | 2 | 6
CN(C(=O)CSc1nnc2ccccn12)C1CCS(=O)(=O)C1 (stereo unspecified) | -6 | 9 | 6 | 3 | -4 | -2 | 5 | 0
Cc1nc2cc(Cl)ccc2n1CCO | 10 | 12 | 16 | 10 | -15 | -5 | -6 | 3
COc1cc(CNC2CCCCCCC2)cc(Cl)c1OC | -8 | 9 | 2 | 2 | -18 | -3 | 0 | -7
CC1=C(n2nnc3ccccc32)C(c2ccccc2)C(C#N)=C(N)O1 (stereo unspecified) | -3 | 2 | 7 | 4 | 3 | -6 | 3 | -20
CCCN(CCC)CCNC(=O)C1CCN(S(=O)(=O)c2cccc3nsnc23)CC1 | 1 | -2 | -5 | 8 | -11 | 8 | -2 | .
O=C(Nc1ccccc1F)C1COc2ccccc2O1 (stereo unspecified) | -14 | -2 | -19 | 18 | 1 | -9 | -8 | -7
